# PKM2 act: activators of human pyruvate kinase M2. purified PKM2, Kinase-Glo ATP luminescence, activation; response scale: 0% is enzyme alone, no compound. Potency, µM (series often up to 57.5 µM), for inactives: at the highest dose activation, usual class: activators. actives 0.34% (n = 260,000). AID 1631; further: potency means the concentration at half of the fitted maximal effect; on the % scale 0 is the no-effect control and ±100 the full control effect; nearly all actives have a fitted effect of over 55% in size
#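 Purified hPK-M2 (>95% pure) converted ADP (0.1 mM final) to ATP with 0.5 mM PEP in 50 mM imidazole pH7.2, KCl, MgCl2, Tween 20, BSA; 1 h at room temperature. ATP detected by Kinase-Glo luminescence.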
# p53 reactivator: restores transcriptional activity of mutant p53 | Potency, µM (doses to about 92.2 µM), inactives show top-dose activity change, positive = activation, usual class: activators | actives 0.063% (n = 320,000) | AID 504706 | H1299 p53-A138V BP100-luciferase reporter, luminescence, 24 h; further: potency means the concentration at half of the fitted maximal effect; % of control where 0% means no effect; nearly all actives have a fitted effect of over 45% in size
#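 H1299 (p53-null), stable ts p53-A138V + BP100-Luc; 1000 cells/well, Opti-MEM/10% FBS; cpd 4 pt, 1:5; 24 h, 37 deg C, 5% CO2; detection reagent 10 min RT; luminescence.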
# Rab9 prom act: Rab9 promoter activation; Huh7 Rab9 promoter-luciferase reporter, luminescence, 24 h; Potency, µM (series often up to 9.22 µM), for inactives: at the highest dose activation, negative = inhibition, most hits filed as activators; actives 2.8% (n = 320,000); further: potency means the concentration at half of the fitted maximal effect; % of control where 0% means no effect; nearly all actives have a fitted effect of over 60% in size
#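 Steps: seed 1500 Huh7 Rab9-luc cells per well, rest 2 h at 37 °C; add compound in DMSO; incubate 24 h; add luciferase reagent, 10 min ambient; read luminescence.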
# NPC1 prom act: NPC1 promoter activation; Potency, µM (highest dose often 9.22 µM), without a hit: at the top dose activation, most hits filed as activators; Huh7 NPC1 promoter luciferase reporter, 24 h; actives 2.4% (n = 320,000);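 further: potency means the concentration at half of the fitted maximal effect; % of control where 0% means no effect; nearly all actives have a fitted effect of over 60% in size; reporter is driven by a mutant NPC1 promoter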
#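 Luminescence from an NPC1 promoter-driven luciferase reporter in stably transfected Huh7 cells was measured after 24 h compound treatment at 37 °C, followed by 10 min ambient incubation with luciferase detection reagent.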
# Giardia kill: kills Giardia lamblia; Giardia lamblia trophozoite viability; activity change, % at 7.66 µM, hits read low; actives 0.15% (n = 340,000); AID 540267; in the data active means activity change below about -80%; inconclusive means between about -30% and that limit;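 further: parasites exposed to compound for two days anaerobically before the ATP read; on the % scale 0 is the no-effect control and ±100 the full control effect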
#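 Media and compound were dispensed first, then trophozoites at 100 cells/well; plates sat 48 hrs at 37 deg C without oxygen before ATP luminescence reagent was added and read after 15-30 min at room temperature.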
# Gal4-VP16 FLuc: Gal4-VP16 reporter inhibition counter-screen. Potency, µM (titrated, usually from 53.6 µM), without a hit: at the top dose activity, negative = inhibition, most hits filed as inhibitors. Drosophila S2 Gal4-VP16 UAS-luciferase, luminescence, 20 h. actives 3.5% (n = 310,000);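 further: Gal4-VP16 expression switched on by copper sulfate through the metallothionein promoter; potency means the concentration at half of the fitted maximal effect; on the % scale 0 is the no-effect control and ±100 the full control effect; nearly all actives have a fitted effect of over 50% in size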
# BRCA1 expr act: BRCA1 expression activation; MCF7-BRCA1-FFLuc reporter, luminescence, 48 h; response scale: scaled: vehicle 0%, 10 µM genistein 100%; Potency, µM (series often up to 46.1 µM), inactives show top-dose activation, most hits filed as activators; actives 1.1% (n = 380,000); further: potency means the concentration at half of the fitted maximal effect; nearly all actives have a fitted effect of over 80% in size; some results filed as inactive show a strong effect at the top dose
#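 MCF7 cells carrying a BRCA1-firefly luciferase reporter (2000 cells/well, phenol-red free MEM) were attached for 2 h at 37 °C, then given compounds for 48 h. Luminescence was read 15 min after luciferase reagent; activity normalized to genistein (10 microM) and DMSO.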
# Menin MLL FP TR: inhibitors of human menin-MLL interaction, mutant MLL peptide | O00255 | Menin + Texas Red MLL mutant peptide, fluorescence polarization | Potency, µM (series often up to 61.6 µM), inactives show top-dose FP activity change, negative = inhibition, usual class: inhibitors | actives 0.23% (n = 270,000) | AID 1768; active means well fitted inhibition curve with a large enough effect in the polarisation, with a control signal flat, not every such curve was filed as active; inconclusive means small, poorly fitted or top-dose-only effect, or effect the other way, or a change in a side signal; inactive means no such curve, though single readings can be large or run the other way; the % refers to the polarisation; further: potency means the concentration at half of the fitted maximal effect; % of control where 0% means no effect; many of its hits are not listed in these tables
# FLuc counter: inhibits or activates purified firefly luciferase, miR-21 counter-screen. actives 6.9% (n = 360,000). P08659. AID 588342. purified FLuc, Km substrates, luminescence inhibition. Potency, µM (highest dose often 57.5 µM), without a hit: top-dose activity change, negative = inhibition, actives largely listed as inhibitors;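 further: potency means the concentration at half of the fitted maximal effect; plate controls were vehicle for no effect and reference inhibitor for full effect; nearly all actives have a fitted effect of over 55% in size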
# Target sequence (P08659 whole entry, looked up): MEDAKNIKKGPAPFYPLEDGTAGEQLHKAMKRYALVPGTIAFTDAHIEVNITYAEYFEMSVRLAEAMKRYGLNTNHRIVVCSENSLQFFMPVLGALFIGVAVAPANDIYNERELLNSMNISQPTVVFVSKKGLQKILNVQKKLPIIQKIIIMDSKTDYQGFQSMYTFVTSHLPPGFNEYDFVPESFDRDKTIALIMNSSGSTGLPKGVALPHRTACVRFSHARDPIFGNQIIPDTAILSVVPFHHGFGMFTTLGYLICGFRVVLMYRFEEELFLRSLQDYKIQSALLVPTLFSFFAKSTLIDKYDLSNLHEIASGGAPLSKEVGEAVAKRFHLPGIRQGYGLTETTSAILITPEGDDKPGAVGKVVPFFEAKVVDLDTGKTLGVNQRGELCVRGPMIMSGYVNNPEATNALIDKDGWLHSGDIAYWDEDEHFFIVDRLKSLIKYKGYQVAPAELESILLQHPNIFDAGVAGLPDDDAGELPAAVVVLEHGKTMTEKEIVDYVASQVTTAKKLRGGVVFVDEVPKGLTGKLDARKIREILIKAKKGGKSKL
#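 Purified P. pyralis luciferase, 10 nM final, with Km-level 10 uM D-luciferin and 10 uM ATP in 50 mM Tris acetate pH 7.5, 10 mM Mg acetate, 0.01% Tween-20, 0.05% BSA; 6-point qHTS titration about 60 µM downward; luminescence read.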
# ELG1 genotoxic: genotoxicity induction in ELG1-luciferase HEK293T cells | actives 1.3% (n = 330,000) | HEK293T ELG1-luciferase reporter, luminescence, 16 h | Potency, µM (highest dose often 46 µM), for the others: at the highest dose activity change, positive = activation, hits mostly activators; further: potency means the concentration at half of the fitted maximal effect; % of control where 0% means no effect; nearly all actives have a fitted effect of over 60% in size
#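 Genotoxic stress is detected as increased luminescence from luciferase-tagged ELG1 in HEK293T cells, measured with ONE-Glo after a 16 hr treatment at 37 °C.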
# RORgamma inh: ROR gamma (mouse) transcription inhibition; Drosophila S2 Gal4-RORgamma UAS-luciferase reporter, 20 h; Potency, µM (top dose mostly 53.6 µM), inactives show top-dose activity change, negative = inhibition, hits mostly inhibitors; actives 5.4% (n = 310,000); further: potency means the concentration at half of the fitted maximal effect; on the % scale 0 is the no-effect control and ±100 the full control effect; nearly all actives have a fitted effect of over 60% in size
# Target sequence (P51450 whole entry, looked up, the tested form may be a part): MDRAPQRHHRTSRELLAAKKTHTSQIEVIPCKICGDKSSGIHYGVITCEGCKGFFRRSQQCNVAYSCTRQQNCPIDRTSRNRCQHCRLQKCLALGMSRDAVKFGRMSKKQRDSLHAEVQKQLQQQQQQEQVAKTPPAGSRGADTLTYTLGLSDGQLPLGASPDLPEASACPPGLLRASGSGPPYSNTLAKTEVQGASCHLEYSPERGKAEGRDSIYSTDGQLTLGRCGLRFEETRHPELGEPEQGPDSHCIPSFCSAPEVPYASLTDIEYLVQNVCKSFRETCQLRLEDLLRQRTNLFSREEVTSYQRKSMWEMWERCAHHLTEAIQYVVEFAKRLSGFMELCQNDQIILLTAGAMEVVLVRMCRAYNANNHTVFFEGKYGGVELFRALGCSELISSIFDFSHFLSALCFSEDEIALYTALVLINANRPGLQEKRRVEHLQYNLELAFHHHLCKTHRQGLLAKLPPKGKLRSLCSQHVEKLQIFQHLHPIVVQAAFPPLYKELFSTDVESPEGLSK
#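 Schneider cells (Drosophila), stable Gal4 DBD–ROR gamma + UAS-luc; 1 hr cmpd preincubation; Cu2+ induction 700 uM final; 20 hr ambient; luminescence.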
# * marks the source's active call; other numbers are inactive results; ? = inconclusive; / = not tested or not shown; & = joins results of further samples; [ ] = remark or other dose. Unless noted, the call rests on the fitted dose curve; in most records, active means well fitted curve in the direction sought with a large enough effect; inconclusive means small, poorly fitted or top-dose-only effect, or another doubt; inactive means no such curve, though single readings can be large; an effect the other way counts as inactive or inconclusive. The list is partial; count on the stated rates, not on these rows.
SMILES,PKM2 act,p53 reactivator,Rab9 prom act,NPC1 prom act,Giardia kill,Gal4-VP16 FLuc,BRCA1 expr act,Menin MLL FP TR,FLuc counter,ELG1 genotoxic,RORgamma inh
CN(C)c1ccc(-c2nc3n(n2)C(c2cccnc2)C2=C(CC(C)(C)CC2=O)N3)cc1 (stereo not drawn),-1.1%,-8.0%,0.7%,-2.1%,-2.9,1.7%,-4.6%,?,?,1.7%,41.9%
CCn1c(CNC(=O)c2cc(OC)c(OC)c(OC)c2)cc2ccccc21,7.7%,/,-11.8%,-4.3%,2.9,?,-50.6%,7.8%,-1.9%,8.4%,1.8%[1.91 µM]
O=C(NCC1CCCO1)c1cc(S(=O)(=O)N2CCCCC2)ccc1Cl (stereo not drawn),/,-4.0%,-3.7%,2.3%,4.7,/,2.5%,/,8.8%,2.8%,/
C/C(=N/NC(=O)CNC(=O)C1COc2ccccc2O1)c1ccc2c(c1)OCCO2 (stereo not drawn),-5.2%,0.7%,7.8%,0.1%,-16.5,-0.2%,-8.1%,-3.8%,-15.4%,-5.2%,25.3%
COC(=O)COc1ccc(-c2nccc(-c3ccccn3)n2)cc1,/,-11.0%,-5.4%,-5.8%,-6.9,?,-46.2%,23.2%,?,12.3%,?
O=C(CSc1nccc(=O)[nH]1)c1cc2ccccc2o1,0.7%,12.5%,3.6%,-4.1%,4.5,-9.2%,-5.5%,/,15.1µM*,10.2%,5.3%
CCc1c(C)nc2ncnn2c1N1CCCC(C(=O)NCCc2ccc(OC)cc2)C1 (stereo not drawn),-6.5%,2.8%,-7.6%,1.5%,10.6,?,-24.1%,0.4%,3.0%,-7.6%,-2.9%
CC(C)C(O)(c1ccccc1)C(CN1CCOCC1)c1ccccc1 (stereo not drawn),/,0.6%,-9.1%,-1.4%,-10.2,-16.9%,-10.3%,?,-2.0%,-6.8%,0.5%
COc1ccc(C)cc1Nc1n[n+](-c2ccccc2)c(-c2c(OC)ccc3ccccc23)s1,/,-15.7%,-10.9%,-12.7%,2.2,/,-55.1%,/,1.7%,-5.1%,/
Cc1ccc(C(C)C)c(OCC(=O)Nc2cccc(S(=O)(=O)NC3=NCCCCC3)c2)c1,-5.7%,-16.1%,-1.3%,0.3%,-0.1,-3.2%,-60.7%,/,0.2%,-19.3%,-33.0%
CN(Cc1nc(Cc2ccccc2F)no1)CC1(N2CCOCC2)CCCCC1,-0.9%,3.6%,2.5%,-0.9%,20.1,4.5%,-11.3%,?,-1.8%,-2.5%,40.8%
CCOc1ccc(Nc2nc3cc(S(=O)(=O)N(CC)CC)ccc3o2)cc1,7.4%,-4.9%,-0.1%,3.7%,5.2,0.4%,-36.0%,?,2.7%,2.2%,35.4%

# The closing four records of the section above open the next one.
SMILES,PKM2 act,p53 reactivator,Rab9 prom act,NPC1 prom act,Giardia kill,Gal4-VP16 FLuc,BRCA1 expr act,Menin MLL FP TR,FLuc counter,ELG1 genotoxic,RORgamma inh
COc1ccc(C)cc1Nc1n[n+](-c2ccccc2)c(-c2c(OC)ccc3ccccc23)s1,/,-15.7%,-10.9%,-12.7%,2.2,/,-55.1%,/,1.7%,-5.1%,/
Cc1ccc(C(C)C)c(OCC(=O)Nc2cccc(S(=O)(=O)NC3=NCCCCC3)c2)c1,-5.7%,-16.1%,-1.3%,0.3%,-0.1,-3.2%,-60.7%,/,0.2%,-19.3%,-33.0%
CN(Cc1nc(Cc2ccccc2F)no1)CC1(N2CCOCC2)CCCCC1,-0.9%,3.6%,2.5%,-0.9%,20.1,4.5%,-11.3%,?,-1.8%,-2.5%,40.8%
CCOc1ccc(Nc2nc3cc(S(=O)(=O)N(CC)CC)ccc3o2)cc1,7.4%,-4.9%,-0.1%,3.7%,5.2,0.4%,-36.0%,?,2.7%,2.2%,35.4%
CSc1ccccc1OCc1cc(C(=O)N[C@H]2CCCCNC2=O)no1,0.3%,13.3%,3.55µM*,2.82µM*,-12.3,?,11.2µM*,/,10.7µM*,?,13.0%
COc1ccc(CC2(C)OC(c3ccc(C)cc3)=NN2C(C)=O)cc1 (stereo not drawn),0.4%,-9.6%,-1.5%,-0.6%,-7.6,-2.5%,-14.3%,-21.6%,4.1%,2.5%,0.1%
Cn1c(=O)c(C(=O)COC(=O)c2cc(C3CC3)nc3ccccc23)c(N)n(Cc2ccccc2)c1=O,7.3%&1.8%,-2.4%,-4.1%,-4.0%,?,-9.8%&4.3%,-44.0%,?,4.2%,-1.0%,-6.5%&-9.0%
CCOC(=O)c1[nH]c2c(c1C)C(=O)CC(c1ccc(N(C)C)cc1)C2 (stereo not drawn),-3.2%,2.1%,20.7%,23.3%,0.5,?,-9.6%,-0.4%,-10.0%,?,?
CCC1CN(C(=O)NCc2ccc(C)cc2)c2cc(C)ccc2O1 (stereo not drawn),/,-8.5%,12.7%,1.1%,3.8,-9.0%,-13.7%,?,-1.4%&-1.9%,-5.6%,32.6%
Cc1ccc2c(c1)C(c1ccccc1)N(C(=O)CC(C)C)CC(=O)N2 (stereo not drawn),/,-8.4%,6.0%,-0.3%,5.5,5.2%,-31.8%,-10.5%,0.8%,-1.0%,11.8%
CCN(CCCNC(=O)C1CCN(S(=O)(=O)CC)CC1)c1ccccc1,5.6%,0.0%,-1.3%,2.3%,5.6,-1.5%,3.1%,1.0%,0.4%,0.1%,1.5%
O=C(COC(=O)CCc1ccc(S(=O)(=O)N2CCOCC2)cc1)NC1CCCC1,-1.6%,-10.1%,0.4%,-2.5%,-18.2,14.5%,?,-6.7%,6.9%,-0.6%,-39.9%
Cc1c(NC(=O)Cn2cc([N+](=O)[O-])cn2)c(=O)n(-c2ccccc2)n1C,4.3%,0.2%,-2.0%,-1.2%,-21.7,-14.5%,-0.4%,-11.5%,1.3%,15.7%,7.6%
Cc1cc(C)cc(NC(=O)CN(c2ccc(F)cc2)S(C)(=O)=O)c1,-17.8%,-2.1%,-2.8%,-5.3%,4.7,-11.5%,0.9%,28.0%,-2.2%,-3.6%,-1.0%
Cc1noc(C)c1CSCC(=O)Nc1nc2ccc(Oc3ccccc3)cc2s1,5.3%,4.8%,1.5%,0.9%,-5.7,14.0%,-16.1%,21.9%,?,-6.0%,-10.5%
Cc1nn(Cc2ccc(Cl)cc2Cl)c(Cl)c1/C=C/C(=O)OCC(=O)NCC(F)(F)F,0.8%,1.1%,0.6%,-5.6%,7.3,0.5%,-4.9%,-6.9%,1.9%,0.2%,15.3%
COc1cccc(C(=O)Nc2ccc(NC(=O)c3ccco3)nc2)c1,-3.9%,?,4.47µM*,?,7.3,3.5%,?,6.9%,21.3µM*,19.0%,17.8%
Cc1n[nH]c(C)c1S(=O)(=O)N1CCCC(C(=O)NCc2cccs2)C1 (stereo not drawn),-0.7%,0.0%,11.0%,0.9%,2.7,-2.8%,30.9%,20.7%,1.8%,2.6%,1.5%
CCN(CC)S(=O)(=O)c1ccc(OC(C)C)c(N)c1,-4.6%,-0.8%,-2.5%,-4.1%,-6.6,-4.1%,-0.6%,-9.3%,-1.5%,-0.9%,26.2%
O=C(c1ccccc1)N1CCC2(CC1)NCCc1[nH]cnc12,/,-3.6%,-0.6%,-3.3%,-9.9,5.6%,-0.3%,13.5%,-1.6%,-0.1%[9.26 µM],-10.5%
COc1ccc(N2CCN(C(=O)CCc3ccccc3OC)CC2)cc1,/,-2.4%,-1.1%,-1.1%,-9.9,-6.9%,4.6%,?,-1.1%,2.3%,27.4%
O=C(NCCN1CCN(S(=O)(=O)c2ccccc2)CC1)C(=O)Nc1ccc(F)cc1,/,-3.9%,-2.2%,2.8%,-2.7,9.2%,-3.2%,/,0.5%,-4.7%,1.0%
CN(C)/C=N/S(=O)(=O)c1ccc(Cl)cc1,-4.8%,-1.7%,2.8%,-0.7%,4.6,7.2%,-3.6%,0.1%,-1.8%,0.7%,16.7%
CC(=O)N1CCOc2ccc(S(=O)(=O)NCCc3ccccc3)cc21,/,?,-0.4%,-2.0%,-8.3,-6.0%,21.8%,-9.0%,2.3%,-0.4%,25.8%
O=C(CSc1nnc(Cc2ccccc2)o1)N1CCc2ccccc21,-4.2%,6.0%,-0.8%,1.0%,4.9,-0.1%,53.8%,?,0.3%,5.0%,4.8%[10 µM]
O=C(N/N=C/c1ccc(OC(=O)c2cccs2)cc1)c1ccc(F)cc1,3.5%,?,2.0%,16.2%,8.2,-28.7%,42.2%,-20.4%,0.2%,11.2%,?
